Source: PubChem (NCI)
All columns: NCI-60 one-dose screen, growth in % after 48 h at 10 µM unless noted; 100 = growth as untreated, 0 = no growth, -100 = all killed.
HL-60(TB) = HL-60(TB) leukemia cells; 78,000 tested, 9% active; AID 1794776; active means growth percent below 10
Active calls of the source: *; & = joins results of further samples. The list is partial, so the mix of outcomes need not match the whole.

What do the screens show for `COc1ccc2c(-c3cc4c(oc3=O)-c3ccccc3OC4OC(C)=O)cc(=O)oc2c1` (configuration not stated)?
HL-60(TB): 73.8

What do the screens show for `O=S(=O)(c1ccc(C(F)(F)F)cc1)N1CCN(c2nccc(-c3c(-c4cccc(F)c4)nc4sccn34)n2)CC1`?
HL-60(TB): 99.0

Results for CCCCCCCCCCCCCCCCCC(=O)NCc1ccc(OC)cc1 ?
HL-60(TB): 98.4

How did COC1OC(COCc2ccc(Cl)cc2)C(OCc2ccc(Cl)cc2)C1O (configuration not stated) do in these assays?
HL-60(TB): 102.1

Results for Cc1ccc(S(=O)(=O)c2ccc3[nH]c(=O)[nH]c(=O)c3c2)cc1 ?
HL-60(TB): 89.3

How did C/C(=C(/C)C1CC1CCN(C(=O)c1ccccn1)S(=O)(=O)c1ccc(C)cc1)C1CCCCC1 (configuration not stated) do in these assays?
HL-60(TB): 97.4

Results for O=C(O)COc1cccc(C(=O)/C=C/c2ccc(Br)cc2)c1 ?
HL-60(TB): 105.3

How did S=C(NCCCN1CCOCC1)NCCCN1CCOCC1 do in these assays?
HL-60(TB): 58.2

Results for O=C(O)c1ccc(CN2C(=O)NC3(C2=O)c2ccccc2-c2ccccc23)cc1 ?
HL-60(TB): 98.1

Results for COc1ccc(C(=O)Nc2nc(-c3ccc(Cl)cc3)cs2)cc1 ?
HL-60(TB): 104.8

Results for CC(C)(C)OC(=O)N1CC=CCN(OCc2ccccc2)S1(=O)=O ?
HL-60(TB): 134.0

How did CCS(=O)(=O)Oc1ccc(-c2cn3ccoc3n2)cc1 do in these assays?
HL-60(TB): 109.3

What do the screens show for `O=C(O)c1ccc[nH]1`?
HL-60(TB): 105.3

What do the screens show for `CCN(CC)CCOC(=O)Nc1c(Cl)cccc1Cl`?
HL-60(TB): 100.9

How did C/C(=C\C(=O)Nc1ncn[nH]1)Nc1ncn[nH]1 do in these assays?
HL-60(TB): 103.2

What do the screens show for `CC(C)c1ccc2c(c1)CC[C@H]1[C@](C)(C(=O)OCC#CCN3CCCC3)CCC[C@]21C`?
HL-60(TB): 55.5

Results for Oc1ccc(Nc2ccccc2)cc1 ?
HL-60(TB): 66.5

What do the screens show for `Cc1ccc(Nc2nc(N)nc(N)c2N)cc1`?
HL-60(TB): 95.1

What do the screens show for `OC(c1ccc(Cl)cc1)C(c1ccc(Cl)cc1)N1CCCCC1` (configuration not stated)?
HL-60(TB): 103.1

Results for COc1ccc(-c2c3c(nn2-c2ccccc2)CCc2cnoc2-3)cc1OC ?
HL-60(TB): 90.8

Continued (2 carried over from the part before).
What do the screens show for `OC(c1ccc(Cl)cc1)C(c1ccc(Cl)cc1)N1CCCCC1` (configuration not stated)?
HL-60(TB): 103.1

Results for COc1ccc(-c2c3c(nn2-c2ccccc2)CCc2cnoc2-3)cc1OC ?
HL-60(TB): 90.8

Results for CCN(CC)CCC(CNc1c(C)cnc2cc(Cl)ccc12)c1ccccc1 (configuration not stated) ?
HL-60(TB): 82.0

What do the screens show for `CC(C)CC(NC(=O)OCc1ccccc1)C(=O)NCC(=O)NCC(=O)OCc1ccccc1` (configuration not stated)?
HL-60(TB): 98.4

How did NS(=O)(=O)Cc1ccccc1 do in these assays?
HL-60(TB): 119.3

What do the screens show for `Cc1ccc2c(c1)S(=O)(=O)N(C)C(c1ccccc1)=C2`?
HL-60(TB): 91.7

How did NP(N)(=O)CCl do in these assays?
HL-60(TB): 98.6

Results for CC[C@]1(O)C[C@@H]2CN(Cc3c([nH]c4ccccc34)[C@@](C(=O)OC)(c3cc4c(cc3OC)N(C)[C@H]3[C@@](O)(C(=O)OC)[C@H](OC(C)=O)[C@]5(CC)[C@@H]6C[C@@H]6CN6CC[C@]43[C@@H]65)C2)C1 ?
HL-60(TB): -36.5*

What do the screens show for `O=C(/C=C/c1ccc([N+](=O)[O-])cc1)c1ccc(Cl)cc1`?
HL-60(TB): 82.6

What do the screens show for `CC1=C(C(=O)Nc2ccc(F)cc2)C(c2ccc(Cl)cc2)C2=C(CC(C)(C)CC2=O)N1` (configuration not stated)?
HL-60(TB): 104.2

How did CC(/C=C1\SC(=S)N(CCC(=O)NC(Cc2c[nH]c3ccccc23)C(=O)O)C1=O)=C\c1ccccc1 (configuration not stated) do in these assays?
HL-60(TB): 105.9

What do the screens show for `CC(=O)Cc1cc(-c2cc(CC(C)=O)nc(N)n2)nc(N)n1`?
HL-60(TB): 85.5

How did Cc1cccc(NC(=O)[C@@H]2c3ccccc3C(=O)N(c3ccc(F)cc3)[C@H]2c2ccc(F)cc2)n1 do in these assays?
HL-60(TB): 71.1

Results for CCCCCC[C@@H](O)C/C=C\CCCCCCCC(=O)OCCOC ?
HL-60(TB): 156.4

How did CCCCCc1cc(Cl)c(O)c(CCCCC)c1 do in these assays?
HL-60(TB): 96.9

How did CC(C)Oc1c(C(=O)O)cccc1[N+](=O)[O-] do in these assays?
HL-60(TB): 97.3

How did Cc1nc2sc3c(c2c(C)c1Br)NC(c1ccc(F)cc1)NC3=O (configuration not stated) do in these assays?
HL-60(TB): 97.6

Results for O=S(=O)(Nc1ccc(-c2nc(-c3cccc(O)c3)c(-c3ccnc(Br)c3)[nH]2)cc1)c1ccccc1 ?
HL-60(TB): -9.1*

How did CCCn1c(N)c(C(=O)CNc2ccc(I)cc2)c(=O)[nH]c1=O do in these assays?
HL-60(TB): -5.9*

Results for COc1ccc(C2=NN(C=O)C(c3sc(N4CCOCC4)nc3Cl)C2)cc1 (configuration not stated) ?
HL-60(TB): 103.3

How did CCOC(=O)C(=O)C=P(c1ccccc1)(c1ccccc1)c1ccccc1 do in these assays?
HL-60(TB): 103.1

Results for O=C(Nc1cc(-c2ccccc2)[nH]n1)c1ccccc1 ?
HL-60(TB): 75.3

What do the screens show for `C/C=C\C=C(C(=O)OC)C(=O)OC`?
HL-60(TB): 112.5

Results for CC(=O)O[C@@H]1CC2C(C)(C)CCCC2(C)C2=C1C(=O)C(C(C)C)=CC2=O (some centres not stated) ?
HL-60(TB): 1.2*

Results for C/C(C=O)=C\c1ccc2c(c1)OCO2 ?
HL-60(TB): 101.9

What do the screens show for `Fc1cc2[nH]ncc2c2c3c(c(-c4cn[nH]c4)nc12)CCCC3`?
HL-60(TB): -13.2*

How did CC(C)(C)OC(=O)N1C(=O)[C@@H](O[Si](c2ccccc2)(c2ccccc2)C(C)(C)C)[C@H]1/C=C/c1ccccc1 do in these assays?
HL-60(TB): 77.3

What do the screens show for `NCCOc1ccccc1/C=C1\c2ccccc2-c2ccc([N+](=O)[O-])cc21`?
HL-60(TB): -59.3*

What do the screens show for `CC[C@H](Nc1ncnc2nc[nH]c12)c1nc2cccc(NCc3ccc(C(=O)NO)o3)c2c(=O)n1-c1ccccc1`?
HL-60(TB): 81.4

Results for O=C(Nc1cccc(Cl)c1)c1ccc(Cl)cc1Cl ?
HL-60(TB): 92.0

How did COc1ccccc1N1CCN(C(C)C)CC1 do in these assays?
HL-60(TB): 108.5

How did N#Cc1c(NC(=O)c2cccc(C(F)(F)F)c2)sc2c1CCC(O)=C2 do in these assays?
HL-60(TB): 30.0

What do the screens show for `Cc1ccc(OC(=O)c2ccccc2)cc1C`?
HL-60(TB): 94.9

What do the screens show for `Cc1cc2ncn(CC(=O)NN)c2cc1C`?
HL-60(TB): 89.0

What do the screens show for `CCOC(=O)c1cc(-c2ccccc2)nc2ccc(C)cc12`?
HL-60(TB): 91.2

How did COc1cc(C2C(C#N)=C(N)N(c3ccc(F)cc3F)C3=C2C(=O)CC(C)(C)C3)cc(OC)c1OC (configuration not stated) do in these assays?
HL-60(TB): 101.0

Results for CCOC(=O)c1c(C)oc2ncnc(N3CCN(CC(=O)Nc4ccccc4)CC3)c12 ?
HL-60(TB): 101.2

Results for CC1(C)Oc2cc3oc(=O)ccc3cc2C[C@@H]1OCCNc1cccc(S(N)(=O)=O)c1 ?
HL-60(TB): 108.6

Results for CC1=C(C(=O)/C=C/c2ccc(Cl)cc2)C(c2ccccc2)NC(=S)N1 (configuration not stated) ?
HL-60(TB): 91.1

How did N#CSCN1C(=O)C=CC1=O do in these assays?
HL-60(TB): 104.3

How did Cc1ccc(-c2cc3c(SCC(=O)Nc4cc(C(F)(F)F)ccc4Cl)nccn3n2)cc1 do in these assays?
HL-60(TB): 12.6

Results for COc1ccc(/C(C#N)=C/c2cccc(Cl)c2)cc1 ?
HL-60(TB): 94.8

What do the screens show for `COc1cc(C2=CC(c3ccc(C)cc3Br)N3C(C)=CSC3=N2)cc(OC)c1OC` (configuration not stated)?
HL-60(TB): 85.6

How did Cc1c(-c2cnc3ccc(Cl)cc3c2C(=O)O)nnn1-c1ccc([N+](=O)[O-])cc1 do in these assays?
HL-60(TB): 96.2

What do the screens show for `CCN1CCN(c2nc(C)cc(NCc3cc(Nc4ccnc5cc(Cl)ccc45)ccc3F)n2)CC1`?
HL-60(TB): -7.3*

What do the screens show for `C[N+](C)(C)CCCl`?
HL-60(TB): 102.9

How did CC(=O)OC(C)CC(OC(C)=O)C(C)C (configuration not stated) do in these assays?
HL-60(TB): 100.7

What do the screens show for `CN(C)Cc1c[nH]c2ccc([N+](=O)[O-])cc12`?
HL-60(TB): 127.2&95.4

What do the screens show for `COc1ccc(S(=O)(=O)Nc2cc(/C=C\c3cc(OC)c(OC)c(OC)c3)ccc2OC)cc1`?
HL-60(TB): -31.6*

Results for c1ccc(-c2nn3c(-c4ccccc4)nnc3o2)cc1 ?
HL-60(TB): 96.1

What do the screens show for `O=C1c2ccccc2C(=O)N1C1CCCCC1`?
HL-60(TB): 95.6

What do the screens show for `O=C(Nc1nnc(-c2ccc(Cl)cc2Cl)s1)c1ccccc1`?
HL-60(TB): 98.2

How did CC12O[C@H](C[C@@H](O)[C@H]1O)n1c3ccccc3c3c4c(c5c6ccccc6n2c5c31)C(=O)N(CCCN)C4=O do in these assays?
HL-60(TB): 4.6*

How did NS(=O)(=O)c1cc(Cl)ccc1Cl do in these assays?
HL-60(TB): 84.6

How did CCOc1ccc(C(C)=O)cc1NC(=O)c1cc(C(=O)O)cc(-c2ccoc2)c1 do in these assays?
HL-60(TB): 102.3

How did CCN(CC)CCOC(=O)C(OCC(C)C)(c1ccccc1)c1ccccc1 do in these assays?
HL-60(TB): 95.3

Results for CC[C@]12C=CCN3CC[C@@]4(c5ccc(OC)cc5N(C)[C@H]4[C@@](O)(C(=O)OC)[C@@H]1OCc1cn(Cc4ccc(F)cc4)nn1)[C@@H]32 ?
HL-60(TB): 96.9

What do the screens show for `C=C1C[C@](OC)([C@H](O)C(=O)N[C@@H](OC)[C@@H]2C[C@@H](O)C(C)(C)[C@@H](C[C@@H](COC)OC)O2)O[C@H](C)[C@@H]1C`?
HL-60(TB): -52.0*

What do the screens show for `CC(C)C1=NOC(=O)C1=Cc1cn(-c2ccccc2)nc1-c1ccccc1`?
HL-60(TB): -45.2*

Results for O=C(N/N=C/c1ccc([N+](=O)[O-])cc1)c1ccc(Br)o1 ?
HL-60(TB): 123.1

Results for Cn1ccc2c1-c1[nH]c(=O)c(S(=O)(=O)c3ccccc3)cc1CCC2 ?
HL-60(TB): 95.4

How did CC(CCC(=O)O)(c1ccc(OC(=O)Nc2ccccc2Cl)cc1)c1ccc(OC(=O)Nc2ccccc2Cl)cc1 do in these assays?
HL-60(TB): 108.1

Of the compounds above, these contain a COOH group:
Results for O=C(O)COc1cccc(C(=O)/C=C/c2ccc(Br)cc2)c1 ?
HL-60(TB): 105.3

Results for O=C(O)c1ccc(CN2C(=O)NC3(C2=O)c2ccccc2-c2ccccc23)cc1 ?
HL-60(TB): 98.1

What do the screens show for `O=C(O)c1ccc[nH]1`?
HL-60(TB): 105.3

How did CC(/C=C1\SC(=S)N(CCC(=O)NC(Cc2c[nH]c3ccccc23)C(=O)O)C1=O)=C\c1ccccc1 (configuration not stated) do in these assays?
HL-60(TB): 105.9

How did CC(C)Oc1c(C(=O)O)cccc1[N+](=O)[O-] do in these assays?
HL-60(TB): 97.3

How did Cc1c(-c2cnc3ccc(Cl)cc3c2C(=O)O)nnn1-c1ccc([N+](=O)[O-])cc1 do in these assays?
HL-60(TB): 96.2

How did CCOc1ccc(C(C)=O)cc1NC(=O)c1cc(C(=O)O)cc(-c2ccoc2)c1 do in these assays?
HL-60(TB): 102.3

How did CC(CCC(=O)O)(c1ccc(OC(=O)Nc2ccccc2Cl)cc1)c1ccc(OC(=O)Nc2ccccc2Cl)cc1 do in these assays?
HL-60(TB): 108.1

(more compounds)
What do the screens show for `CC12CCC3C(CCC4CC=CCC43C)C1CCC2=O` (configuration not stated)?
HL-60(TB): 82.1

How did CC1SC(=S)N(CCc2ccccc2)C1=O (configuration not stated) do in these assays?
HL-60(TB): 103.6

What do the screens show for `O=C(O)c1cccc(Nc2ccc3nnc(-c4ccncc4)n3n2)c1`?
HL-60(TB): 98.5

Results for O=C(/C=C/c1ccccc1)NO ?
HL-60(TB): 61.6

Results for COc1cc(C(=O)OC2c3ccccc3CCC2N(C)C)cc(OC)c1OC (configuration not stated) ?
HL-60(TB): 102.8

How did CCCCCCCCCCCCCCCCC(Br)C(=O)OCC (configuration not stated) do in these assays?
HL-60(TB): 142.6

How did COC(=O)c1cc(-c2cccs2)c(C#N)c(N)c1C#N do in these assays?
HL-60(TB): 107.8

Results for O=C(CCn1cnc2c(cc(-c3ccccc3)n2-c2ccncc2)c1=O)Nc1ccc(F)cc1 ?
HL-60(TB): 113.9

How did CN(C)P(=O)(NC(NC=O)C(Cl)(Cl)Cl)N(C)C (configuration not stated) do in these assays?
HL-60(TB): 104.2

What do the screens show for `O=C1c2cc3c(cc2-c2c1c1cc(Cl)c(Cl)cc1c(=O)n2C[C@H](O)CO)OCO3`?
HL-60(TB): -22.6*

What do the screens show for `CCCC(=O)Oc1ccc(C(C)(C)C)cc1C`?
HL-60(TB): 95.1

Results for Clc1ccc(C2=NN(c3cc(Cl)cc(Cl)c3)C(c3sc(Cl)nc3Cl)C2)cc1 (configuration not stated) ?
HL-60(TB): 93.3

How did O=C(OCc1ccccc1)ON1C(=O)C2C3C=CC(C3)C2C1=O (configuration not stated) do in these assays?
HL-60(TB): 110.1

Results for CCN(CC)S(=O)(=O)c1ccc(S(=O)(=O)N2CCC[C@@H](C(=O)OC3CC3)C2)cc1 ?
HL-60(TB): 90.9

How did C/C(=N\O)C(c1ccccc1)c1ccccc1 do in these assays?
HL-60(TB): 94.2

Results for CCc1cc(C)cc(O)c1 ?
HL-60(TB): 104.6

How did CCOC(=O)C(C#N)(CC)C(C)=C1CC1 (configuration not stated) do in these assays?
HL-60(TB): 122.6
